USP2a inh = qHTS Assay for Inhibitors of Ubiquitin-specific Protease USP2a Using CHOP2 as the Reporter | USP2 core, Ub-CHOP2 coupled fluorogenic reporter, 485/531 | 0.01% of 330,000 active | Potency, µM (top dose mostly 38.3 µM), for inactives: top-dose activity change, negative = inhibition, most hits filed as inhibitors | Ubiquitin carboxyl-terminal hydrolase 2 (Homo sapiens), O75604;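 note: potency is the fitted concentration of half-maximal effect; plate controls were DMSO wells for no effect and full inhibition by NEM control for full effect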
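Cell-free coupled assay: 10nM USP2 core preincubated 30min RT with compound in Tris-HCl pH 8.0/CaCl2/CHAPS buffer, then 25nM Ub-CHOP2 and 25nM reporter substrate; fluorescence (Ex 485/Em 531) read after 60min RT, normalized to NEM inhibition, concentration-response curves fitted.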
TSG101-PTAP inh = qHTS Assay for Iinhibitors of HIV-1 Budding by Blocking the Interaction of PTAP/TSG101 | Fluorescence polarization, FITC-PTAP peptide / Tsg101 binding | AID 493005, 2010 | 340,000 tested, under 10 active | Potency, µM (series often up to 115 µM), for the others: at the highest dose activity change, negative = inhibition, usual class: inhibitors; active = well fitted inhibition curve with a large enough effect in the main read-out, with a control signal flat, not every such curve was filed as active; inconclusive = small, poorly fitted or top-dose-only effect, or effect the other way, or a change in a side signal; inactive = no such curve, though single readings can be large or run the other way; note: potency is the fitted concentration of half-maximal effect; % of control where 0% means no effect
Target sequence (Q99816 whole entry, looked up): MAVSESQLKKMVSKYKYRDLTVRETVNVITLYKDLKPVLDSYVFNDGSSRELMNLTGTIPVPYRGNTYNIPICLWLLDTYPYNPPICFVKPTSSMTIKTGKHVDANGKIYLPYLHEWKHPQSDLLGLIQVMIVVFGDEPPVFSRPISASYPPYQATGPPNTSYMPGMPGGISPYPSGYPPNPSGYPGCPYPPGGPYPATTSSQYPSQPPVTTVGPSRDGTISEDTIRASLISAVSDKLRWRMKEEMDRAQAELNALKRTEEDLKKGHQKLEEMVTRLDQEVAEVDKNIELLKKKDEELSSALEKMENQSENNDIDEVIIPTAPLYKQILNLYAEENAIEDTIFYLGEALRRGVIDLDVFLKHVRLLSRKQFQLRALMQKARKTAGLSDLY
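FP read-out: FITC-PTAP peptide, 50 nM final, binding Tsg101 binding domain, 10 uM final; 20 min, r.t.; 10 mM HEPES pH 7.5, 0.15 M NaCl, 0.01% Tween 20, 3 mM EDTA, 0.1 mM TCEP.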
TCR act = Activators of T cell receptors: qHTS campaign | Potency, µM (doses to about 9.22 µM), for inactives: at the top dose activation of IL-2 secretion, usual class: activators | 330,000 tested, under 10 active | primary human leukocytes, anti-CD3, IL-2 HTRF, 48 h; note: % of control where 0% means no effect
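48 hr co-incubation of compounds, a-CD3 beads and primary human leukocytes; IL-2 quantified homogeneously by HTRF with anti-IL-2 K and d2 conjugates.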
B2AR arrestin = qHTS assay of beta-arrestin-biased ligands of beta2-adrenergic receptor. beta-arrestin recruitment to beta2AR, cell-based reporter. 0.02% of 330,000 active. AID 492947, 2010. Beta-2 adrenergic receptor (Homo sapiens), P07550. Potency, µM (top dose mostly 46.1 µM), for the others: at the highest dose activation, actives largely listed as activators;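 note: potency is the fitted concentration of half-maximal effect; 0% = DMSO controls and full agonism = EC100 isoproterenol or metaproterenol; nearly all actives have a fitted effect of over 65% in size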
Target sequence (P07550 whole entry, looked up): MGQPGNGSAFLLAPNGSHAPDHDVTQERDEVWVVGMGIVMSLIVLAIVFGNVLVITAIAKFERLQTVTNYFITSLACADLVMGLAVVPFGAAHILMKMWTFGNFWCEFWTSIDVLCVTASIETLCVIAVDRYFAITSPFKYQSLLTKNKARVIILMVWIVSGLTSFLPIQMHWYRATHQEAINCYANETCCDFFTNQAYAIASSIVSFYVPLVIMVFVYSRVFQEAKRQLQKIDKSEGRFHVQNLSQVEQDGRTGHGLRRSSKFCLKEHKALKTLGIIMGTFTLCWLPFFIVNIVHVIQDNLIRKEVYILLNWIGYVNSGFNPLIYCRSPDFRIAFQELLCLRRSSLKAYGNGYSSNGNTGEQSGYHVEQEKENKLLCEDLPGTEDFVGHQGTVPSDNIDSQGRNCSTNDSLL
Eya2 inh = qHTS Assay for Inhibitors of the Phosphatase Activity of Eya2; recombinant Eya2, OMFP fluorescence dephosphorylation (OMFP is methylfluorescein phosphate); Protein phosphatase EYA2 (Homo sapiens), O00167; Potency, µM (titrated, usually from 76.9 µM), inactives show top-dose activity, negative = inhibition, most hits filed as inhibitors; 0.006% of 330,000 active; AID 488837, 2010; note: potency is the fitted concentration of half-maximal effect; % is set by controls: 0 for no effect and ±100 for the full control effect
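Eya2 (0.2 uM) preincubated 10 min at ambient with compound, then OMFP substrate added at 50 uM; 10 min reaction in 50 mM HEPES pH 7.5, 50 mM NaCl, 5 uM MgCl2, 0.05% BSA, 1 mM DTT. Fluorescence read at Ex 485/Em 525 nm.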
BCR signal inh = qHTS Assay to Find Inhibitors of Chronic Active B-Cell Receptor Signaling; ABC-DLBCL IkBa-CBG/CBR reporter, luminescence ratio, 4 h; 0.05% of 340,000 active; Potency, µM (titrated, usually from 46.1 µM), without a hit: at the highest dose ratio change, negative = lower green/red ratio, hits mostly inhibitors; active = well fitted inhibition curve with a large enough effect in the signal ratio, with a control signal flat, not every such curve was filed as active; inconclusive = small, poorly fitted or top-dose-only effect, or effect the other way, or a change in a side signal; the % refers to the signal ratio;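 note: potency is the fitted concentration of half-maximal effect; plate controls were basal doxycycline-induced cells for no effect and cells given 10 µM MG132 for full effect; MG132 reads +100%, hits lower the ratio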
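Cell line TMD8 (human ABC DLBCL), stably expressing tet-inducible CBG68-IkBa fusion and CBR; IMDM/0.5% FBS; cpd up to 46 uM; dox induction, 4 h, 37C/5% CO2; dual luminescence; green/red ratio; MG132 control.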
Mito fusion act = qHTS Assay for Small Molecule Inhibitors of Mitochondrial Division or Activators of Mitochondrial Fusion; S. cerevisiae fusion-defective mutant growth rescue, CellTiterGlo 48 h; 0.23% of 320,000 active; Potency, µM (titrated, usually from 46.1 µM), without a hit: at the highest dose growth rescue (activation), usual class: activators;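 note: potency is the fitted concentration of half-maximal effect; % of control where 0% means no effect; nearly all actives have a fitted effect of over 45% in size; temperature-sensitive fusion mutants such as fzo1-1 at 37 °C on non-fermentable ethanol glycerol medium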
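Read-out: ATP-based luminescence (CellTiterGlo, 10 min ambient) reporting growth of fusion-defective ts yeast after 48 hours at 37C on glycerol/ethanol YPEG medium in the presence of compound.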
uPA surface inh = qHTS for Inhibitors of Cell Surface uPA Generation. cell surface uPA generation assay, qHTS. Potency, µM (doses to about 38.3 µM), for the others: at the highest dose activity change, negative = inhibition, hits mostly inhibitors. 0.31% of 330,000 active. AID 540303, 2011; active = well fitted inhibition curve with a large enough effect; inconclusive = small, poorly fitted or top-dose-only effect; inactive = no such curve, though single readings can be large or run the other way; tested in mouse RAW 264.7 cells; note: potency is the fitted concentration of half-maximal effect; % is set by controls: 0 for no effect and ±100 for the full control effect; nearly all actives have a fitted effect of over 55% in size
TSHR antagonist = Antagonists of the Thyroid Stimulating Hormone Receptor: HTS campaign; Thyrotropin receptor (Homo sapiens), P16473; TSHR-expressing cells, TSH-stimulated cAMP HTRF, 2 h; hits give low values; activity change, negative = inhibition, % at 11.5 µM; 0.2% of 330,000 active; AID 504810, 2011;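 active = activity change below a set negative limit, meaning inhibition stronger than a set level, cut at about -70% in these data; inconclusive = activity change between two set negative limits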; note: % is set by controls: 0 for no effect and ±100 for the full control effect
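Competitive HTRF cAMP read-out (cryptate anti-cAMP antibody, cAMP-d2; 30 min, room temperature) in freshly harvested TSHR cells. Compounds added before TSH at EC80 (4nM final), followed by 2 hours' incubation at 37 deg C.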
ELG1 DNA repair = qHTS screen for small molecules that inhibit ELG1-dependent DNA repair in human embryonic kidney (HEK293T) cells expressing luciferase-tagged ELG1; HEK293T ELG1-luciferase reporter, luminescence, 16 h; DNA damage induced by 5-fluorouridine; Potency, µM (series often up to 46.1 µM), without a hit: at the highest dose activity change, negative = inhibition, hits mostly inhibitors; 2.3% of 330,000 active; AID 504467, 2011; note: potency is the fitted concentration of half-maximal effect; % is set by controls: 0 for no effect and ±100 for the full control effect; nearly all actives have a fitted effect of over 55% in size
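HEK293T cells expressing luciferase-tagged ELG1 (2,000/well) received 5-Fluorouridine plus compound or DMSO for 16 hr at 37 °C. Luciferase was read by ONE-Glo luminescence after 30 min at room temperature.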
Tb PFK block = qHTS Assay to Find Inhibitors of T. brucei phosphofructokinase; ATP-dependent 6-phosphofructokinase (Trypanosoma brucei brucei), O15648; T. brucei PFK, ADP-Glo luminescence; Potency, µM (highest dose often 57.5 µM), without a hit: at the highest dose activity, negative = inhibition, actives largely listed as inhibitors; 0.17% of 330,000 active; AID 485367, 2010;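 note: potency is the fitted concentration of half-maximal effect; 0% = uninhibited 1x PFK enzyme wells and -100% = no-enzyme wells; nearly all actives have a fitted effect of over 60% in size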
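Activity is normalized to no-enzyme wells (full inhibition) and 1.25 nM enzyme wells (no inhibition). Reaction: 0.5 mM F6P, 0.1 mM ATP, 45 min RT, ADP-Glo luminescence; concentration-response curves fitted and classed by quality.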
* hit, by the source's call; ? = inconclusive; · = no result given; [ ] = remark or other dose. Unless noted, calls come from the whole dose curve; as a rule, active = well fitted curve in the direction sought with a large enough effect; inconclusive = small, poorly fitted or top-dose-only effect, or another doubt; inactive = no such curve, though single readings can be large; an effect the other way counts as inactive or inconclusive. An unsorted share of the library; any-hit rate near 3%.

compound | USP2a inh | TSG101-PTAP inh | TCR act | B2AR arrestin | Eya2 inh | BCR signal inh | Mito fusion act | uPA surface inh | TSHR antagonist | ELG1 DNA repair | Tb PFK block
Cc1ccc(OC(=O)CCC(=O)NC(C)c2ccccc2)cc1 (stereo unspecified) | 1% | 1% | -1%[46.1 µM] | 0.3% | 4% | 4% | 3% | -2% | 10 | -1% | -3%
Cc1ccc(-c2nnn(CC(=O)N(CC(=O)NC3CCCC3)c3cccc(F)c3)n2)o1 | 3% | 2% | -2% | 0.5% | -3% | 1% | 0% | -2% | -5 | 1% | -1%
CCOC(=O)c1c(C)c(C(=O)Nc2ccc3c(c2)OCCO3)c(C)n1CC | -1% | -1% | -4% | -1.4% | -3% | 0% | 0% | · | -6 | 0% | 1%
Cc1c(Cl)cnc(NC(=O)COC(=O)/C=C/c2ccco2)c1Cl | 1% | -6% | 3% | 0.0% | -15% | 0% | 12% | -9% | 0 | 15% | ?
COC(=O)COc1cccc2c(=O)n(CC(=O)N3CCCCC3)ccc12 | 2% | 2% | -3% | -0.5% | 14% | 3% | 1% | 0% | -7 | -10% | 2%
CC(C)CCNC(=O)C(Cc1ccccc1)NS(=O)(=O)c1ccc2c(c1)c(=O)n(C)c(=O)n2C (stereo unspecified) | -2% | -6% | -2% | 0.1% | -9% | 10% | -1% | -6% | -9 | -11% | 0%
CCOC(=O)NC1Cc2ccccc2C1Sc1ccccn1 (stereo unspecified) | 2% | -9% | -1% | 0.5% | 5% | 2% | 4% | -11% | -23 | -6% | 9%
CC1CCN(S(=O)(=O)c2ccc(NC(=O)c3cccs3)cc2)CC1 | -2% | -3% | -3% | 0.3% | 9% | 3% | 17% | 4% | -4 | -9% | 1%
NC(=O)c1ccccc1NC(=O)CN1CCOCC1 | 2% | -4% | 1% | 0.2% | -5% | -2% | 7% | 1% | 20 | -15% | -1%
CCS(=O)(=O)N1CCN(c2ccc([N+](=O)[O-])c(NC(C)c3ccccc3)c2)CC1 (stereo unspecified) | 2% | 4% | 0% | 0.3% | -7% | 0% | -14% | -1% | 15 | ? | -2%
COc1ccc2nc(N=Nc3ccc(N(C)C)cc3)sc2c1 | -1% | -8% | 6% | 0.3% | 3% | ? | -4% | -12% | -27 | ? | -8%
C=CC[N+]1(CC#CCOC(c2ccccc2)c2ccccc2)CCOCC1 | -4% | -5% | 2% | -3.4% | 9% | 1% | -3% | · | 13 | 2% | 0%
COC(=O)c1ccccc1C(=O)N1CCCC(C(=O)c2ccc(OC)c(OC)c2)C1 (stereo unspecified) | -1% | -4% | -5% | -0.1% | -11% | 0% | 2% | 10% | 26 | 6% | -2%
Cn1c(N/N=C/c2cccs2)nc2c1c(=O)n(Cc1ccccc1)c(=O)n2C | 2% | -5% | 4%[46.1 µM] | -0.1% | 2% | 5% | -2% | 1% | -9 | -6% | 3%
CCOc1ccc(CCNC(=O)COC(=O)CSc2ccc(C)cc2)cc1OCC | 0% | 0% | 3% | 3.9% | 3% | -1% | 2% | -6% | 2 | 10% | 13%
O=C(NNC1=C(C(=O)C(F)(F)F)CCC1)c1cccc(O)c1 | 1% | -6% | -2%[46.1 µM] | -0.2% | 6% | ? | -3% | -11% | 0 | -19% | -3%
O=C(Nc1ccc(N2CCOCC2)cc1)c1ccc2c(c1)OCO2 | 4% | -1% | 3% | -0.9% | -4% | ? | -4% | -9% | -3 | ? | -5%
N=c1sccn1CC(=O)Nc1ccccc1Cc1ccccc1 | -4% | -3% | 3% | -1.0% | 12% | 0% | -5% | · | -1 | -3% | 4%
CN(Cc1ccccc1F)C(=O)c1ccc(Oc2ccccc2)cc1 | 2% | 1% | 3% | -1.0% | 2% | -1% | 22% | 2% | -3 | 9% | 1%
Cc1ccc(S(=O)(=O)NCc2ccc(C(=O)NC3CCC(O)CC3)cc2)cc1C (stereo unspecified) | 0% | -6% | 4% | 0.2% | 7% | ? | -3% | -9% | -2 | 11% | 8%
Cc1cc(-c2nn(-c3ccccc3F)cc2CN(C)CC(O)CO)c(C)s1 (stereo unspecified) | -1% | 0% | -7% | -0.5% | 6% | ? | -3% | -16% | 19 | -24% | 5%
Cn1nc(C(F)(F)F)c(C(=O)Nc2cccc(Cl)c2)c1Cl | 4% | -2% | 4% | -0.5% | 2% | -1% | 3% | -3% | 14 | -18% | 0%
CN(Cc1cnn(C)c1)C(=O)c1ccc(OC2CCN(CCc3ccccc3)CC2)cc1 | 1% | 1% | 12% | 0.3% | -1% | 0% | 0% | -24% | 4 | 4% | 0%
CCc1nnc(NC(=O)CSc2nncc(=O)n2N)s1 | -8% | -3% | 12% | -0.5% | 6% | 1% | 0% | 0% | 7 | 12% | -10%
O=C(c1cn2ccccc2n1)N1CCc2c([nH]c3ccccc23)C1c1ccccn1 (stereo unspecified) | -3% | -4% | 2% | 0.2% | -5% | -6% | 10% | 1% | 9 | -7% | 1%
COc1ccc(NC(=O)CCN2CCN(S(=O)(=O)c3ccc(Cl)cc3)CC2)cc1 | 10% | -6% | -5% | -0.9% | 2% | -9% | -4% | 1% | -6 | 7% | 6%
O=c1c(Cc2ccc(Cl)cc2)c(O)ccn1Cc1cccs1 | -1% | -1% | -7% | -0.1% | 3% | -4% | 2% | 0% | 2 | 2% | 4%
CCn1c(/C=N/n2cnnc2)nc2ccccc21 | -1% | 6% | 5% | -0.8% | 17% | 0% | 1% | 3% | -10 | 0% | -7%
COc1ccccc1N1CCN(S(=O)(=O)c2ccc3c(c2)NC(=O)CS3)CC1 | -7% | -5% | 3% | 0.2% | 1% | -1% | 4% | 13% | -2 | -3% | -14%
COc1ccc(CC(=O)NC2CC(C)(C)NC(C)(C)C2)cc1 | 1% | -4% | -4%[46.1 µM] | -0.1% | -24% | -5% | -4% | -7% | 15 | -2% | -2%
Cc1ccc(NC(=O)c2ccccn2)cc1S(=O)(=O)N1CCOCC1 | 0% | -1% | -1% | -0.1% | 0% | -8% | 0% | -3% | -9 | 5% | -1%
CC(NC(=O)c1cc2ccccc2o1)C(=O)O (stereo unspecified) | 3% | -4% | -3% | -1.0% | 2% | -11% | -1% | 4% | -2 | ? | 6%
CCN(C(=O)c1ccco1)c1nc(CC(=O)Nc2ccc(Cl)cc2)cs1 | -1% | 0% | -4% | 0.3% | 19% | 3% | -3% | 7% | -17 | ? | -11%
Cc1ccnc2nc(C(=O)N3CCN(c4ccc(F)cc4)CC3)nn12 | 6% | -2% | -4% | -1.0% | 24% | -19% | 0% | 5% | -2 | 1% | -2%
COCCNC(=S)N/N=C(\C)c1ccccc1O | 3% | 0% | -8%[46.1 µM] | 0.2% | 3% | ? | -8% | 0% | -4 | ? | -3%
C=CCOc1ccccc1/C=N/O | 3% | -1% | -2% | -0.8% | -2% | 1% | 0% | · | -5 | -1% | -1%
CCCCOC(=O)CSc1n[nH]c(=O)[nH]c1=O | 1% | -5% | -1% | -0.2% | 1% | 2% | -1% | 1% | -10 | 1% | -1%
Cc1nc2ccc(NC(=O)N(C)c3ccccc3)cc2s1 | 2% | 2% | -1%[46.1 µM] | -2.1% | 1% | 5% | -40%[inhibitor] | 4% | -6 | ? | 0%
COc1ccc([N+](=O)[O-])cc1NC(=O)CSc1nncn1-c1ccccc1 | -5% | 1% | 2%[46.1 µM] | 0.2% | -4% | 17% | 1% | -2% | -15 | -9% | 0%
